S3 lipid droplet: qHTS Assay for Lipid Storage Modulators in Drosophila S3 Cells; Drosophila S3 cells, BODIPY lipid droplet fluorescence, 18-24 h; cells fed with added oleic acid; lipid storage change, negative = inhibition, % at the top dose, mostly 46.1 µM; hits show Potency in µM; actives 0.64% (n = 320,000); AID 2685; active = well fitted inhibition curve with a large enough effect in the signal ratio, with a control signal flat, not every such curve was filed as active; inconclusive = small, poorly fitted or top-dose-only effect, or effect the other way, or a change in a side signal; the % refers to the signal ratio
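Drosophila S3 cells got compounds at several concentrations plus oleic acid (400 uM solution). Laser-scanning cytometry with 488 nm excitation read lipid droplets at 500-530 nm and cells at 575-640 nm. Percent activity was relative to 20 uM Triacsin C.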
S3 lipid droplet cell count max: also measured in S3 lipid droplet; calls as there; cell number change, %; measured here: cell count max response;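 cells counted by Cell Tracker Red CMTPX staining in the red channel; peak over a dose series mostly up to 46.1 µM; percent activity relative to internal control wells on each plate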
Numbers without * were called inactive; i = inactive; ? = inconclusive; . = no result given; [ ] = remark or other dose. % is set by controls: 0 for no effect and ±100 for the full control effect; potency is the fitted concentration of half-maximal effect.

S3 lipid droplet | S3 lipid droplet cell count max | Compound
-16.5% | -6.9 | O=C(NC(=S)N1CCN(c2ccc([N+](=O)[O-])cc2)CC1)c1ccco1
? | . | Cc1nnc(NC(=O)CSc2nnc(NC(=O)C(C)(C)C)s2)s1
? | . | O=C(c1cccs1)N(Cc1cccc(F)c1)C1CCS(=O)(=O)C1 (stereo not given)
i | 3.8 | COc1ccc(Cl)cc1S(=O)(=O)NCCCn1ccnc1
-1.4% | -6.5 | O/N=C1\CCSc2ccc(F)cc21
? | . | O=C(CSc1nnc(-c2ccncc2)n1C1CCCCC1)Nc1ccccc1
15.9% | 24.3 | COC(=O)c1c(NC(=S)Nc2cc(OC)c(Cl)cc2OC)sc2c1CCCCC2
5.9% | -5.5 | Cc1ccc([N+](=O)[O-])cc1NC(=O)CN(C1CCCCC1)S(=O)(=O)c1ccc(Cl)cc1
? | . | CCN(CC)CCCN1C(=O)C(=O)/C(=C(/O)c2ccc3c(c2)OCCO3)C1c1ccc(C)o1 (stereo not given)
? | . | O=C(Nc1cccc(-c2cn3ccccc3n2)c1)c1ccccc1
18.2% | 4.0 | CCc1ccc(C(=O)COC(=O)c2ccco2)cc1
? | . | CC(C)(C)CC(=O)Nc1cc(S(=O)(=O)N2CCOCC2)ccc1N1CCCC1
? | . | CCOc1ccc2[nH]c(=O)c(CN(Cc3cccnc3)C(=O)Nc3ccccc3OC)cc2c1
? | . | O=C(NCCN1C(=O)S/C(=C\c2ccccc2)C1=O)c1cc(S(=O)(=O)N2CCOCC2)c(Cl)cc1Cl
8.4% | -6.2 | Nc1nc(SCc2ccc(Cl)cc2)[nH]c(=O)c1-c1ccccc1
i | . | CC(=O)c1cc(F)c(N2CCN(C(=O)c3ccco3)CC2)cc1C
-0.1% | 11.5 | CCC1=C(OC(=O)N(CC)CC)N2C(=O)OC(=NCCOC)[C@]2(Cc2ccccc2)[C@H]2C1=CC[C@H]1C(=O)N(CC)C(=O)[C@H]12
? | . | COc1ccc(NC(=O)COC(=O)c2ccc(N3CCCC3=O)cc2)cc1OC
? | . | O=C(Nc1cccc(-c2cn3ccccc3n2)c1)c1cccc(Cl)c1
? | . | Cc1ccc(C(=O)NCCNS(=O)(=O)c2ccccc2[N+](=O)[O-])cc1
-21.4% | -24.2 | O=c1oc2cc(O)ccc2cc1S(=O)(=O)c1ccccc1
? | . | CC(NC(=O)c1ccco1)C(=O)OC(C)C(=O)NCc1ccccc1 (stereo not given)
? | . | CCOC(=O)c1c(CN2CCOCC2)oc2ccc(OC)cc12
12.4% | 10.6 | COc1ccc(-n2c(N)c(-c3nc4ccccc4n3C)sc2=S)cc1
8.6% | 6.4 | Cc1c(/C=N\NC(=O)c2cccc(F)c2)cnn1C
-12.4% | 3.6 | Cc1ccc(C23CC4CC(CC(C(=O)NC(C)C)(C4)C2)C3)cc1
? | . | O=C(NC(=S)Nc1ccccc1O)c1ccc(Cl)cc1Cl
? | . | COCCNC(=O)/C(C#N)=C/C=C/c1ccccc1
? | . | COc1ccc(C(=O)OCC(=O)NC2CC2)cc1S(=O)(=O)N(C)Cc1ccccc1
0.2% | 0.7 | NC(=O)CC(NC(=O)Cc1cccc2ccccc12)c1ccc(NCCc2ccc(F)cc2)c([N+](=O)[O-])c1 (stereo not given)
? | . | COC(=O)C1CN(S(=O)(=O)c2ccccc2)CCN1S(=O)(=O)c1ccccc1 (stereo not given)
-24.2% | -1.0 | CCCc1c(C)nc2c(OC)cccc2c1SCC(=O)O
17.2% | 0.8 | CCCOC(=O)Nc1ccc(S(=O)(=O)Nc2ncccn2)cc1
? | . | COc1ccc(-n2nc3c(c2NC(=O)c2ccc4c(c2)OCO4)CS(=O)(=O)C3)cc1
i | -26.1 | CN1C(=O)N(C)C2(c3ccccc3)Nn3c(s/c(=C/c4ccco4)c3=O)=NC12c1ccccc1 (stereo not given)
? | . | COc1ccc(S(=O)(=O)N2CCCC2CNC(=O)C(=O)NCc2ccccc2)cc1 (stereo not given)
-25.7% | -5.2 | O=c1c2nncn2c2cccnc2n1CCNc1ncc(C(F)(F)F)cc1Cl
? | . | CCSc1nnc(NC(=O)c2cccnc2)s1
? | . | CC(C)(C)NC(=S)N1CCC(C(=O)c2ccc(F)cc2)CC1
2.2% | 9.6 | COc1ccc(NC(=O)CN2CC(C)OC(C)C2)cc1Cl (stereo not given)
20.6µM* | -10.7* | O=S(=O)(Nc1cccc(-n2cnnn2)c1)c1cc(Br)ccc1Br
? | . | CCn1c(=O)n(CC(=O)Nc2cc(OC)c(OC)c(OC)c2)c(=O)c2ccccc21
-1.1% | -0.7 | COc1ccc(CN2CCN(c3ccc(F)cc3)CC2)c(OC)c1OC
5.6% | 16.2 | COc1ccc(NC(=O)CCCN2C(=O)C3C4C=CC(C4)C3C2=O)c(OC)c1 (stereo not given)
10.2% | -11.8 | CCOC(=O)C1CCCN(Cc2c(C(=O)N3CCOCC3)nc3ccccn23)C1 (stereo not given)
5.6%[9.22 µM] | 22.2 | CC(=O)N(c1ccc(C)cc1)C1C=CS(=O)(=O)C1 (stereo not given)
-5.7% | -7.5 | Cc1cc(=O)n2[nH]c(N3C(=O)CCC3=O)nc2n1
? | . | COc1ccc(CCNC(=O)CCc2nnc(Cc3ccc4c(c3)OCO4)o2)c(OC)c1
0.4% | -18.1 | CC1CCN(CC(=O)Nc2cccc([N+](=O)[O-])c2)CC1
? | . | COC(=O)c1cc(C(=O)Nc2ccc(C)cn2)cc([N+](=O)[O-])c1

Following part
S3 lipid droplet | S3 lipid droplet cell count max | Compound
? | . | C=CCOC(=O)C1=C(C)N=C2SCCC(=O)N2C1c1ccc(OC(=O)c2ccco2)cc1 (stereo not given)
? | . | NC(=O)NC(Cc1ccccc1)C(=O)N1CCN(S(=O)(=O)c2ccc(Cl)cc2)CC1 (stereo not given)
-3.1% | 13.7 | COc1ccccc1C(=O)N/C(=C\c1ccc(Br)cc1)C(=O)NCCCO
4.5% | 19.4 | Brc1ccc2nc(N3CCN(c4ccccc4)CC3)sc2c1
? | . | CC1(NC(=O)NCc2ccccc2)CCS(=O)(=O)C1 (stereo not given)
? | . | COC(C[C@H](O)[C@H](C)[C@@H](O)COCc1ccccc1)OC
? | . | CCC(=O)c1ccc(OCC(O)CN2CC(C)OC(C)C2)cc1 (stereo not given)
? | . | COc1ccc(NC(=O)N(Cc2cc3cc(C)ccc3[nH]c2=O)CC2CCCO2)cc1 (stereo not given)
i | . | Cc1c(N2C(=O)c3ccc4c5c(ccc(c35)C2=O)CC4)c(=O)n(-c2ccccc2)n1C
? | . | Cc1cc(C)n2nc(C(=O)OCC(=O)NC(=O)c3ccccc3)nc2n1
? | . | COc1ccc(C)cc1NC(=O)C1CCCN(S(=O)(=O)c2ccc3c(c2)CCCN3C(C)=O)C1 (stereo not given)
1.8% | 9.1 | CCC(=O)c1ccc(OCC(O)CNC(C)c2ccccc2)cc1 (stereo not given)
0.5% | -0.7 | Cc1cccn2c(=O)c3cc(C(=O)NCc4cccnc4)c(=N)n(C)c3nc12
? | . | COc1ccc(Nc2c([N+](=O)[O-])ccc3c2=NC2(CCCCC2)N=3)cc1
-4.7% | 3.0 | Cc1cnc(CNC(=O)C2CCC(=O)N(CCc3ccc(Cl)cc3)C2)cn1 (stereo not given)
? | . | CCOc1ccccc1C1NC(=O)NC(C)=C1C(=O)OC1CCCCC1 (stereo not given)
-8.2% | -8.5 | CCCN1CCC(NCC(C)c2ccccc2)CC1 (stereo not given)
20.2% | 18.1 | O=C(COc1ccccc1)Nc1c2c(nn1-c1ccccc1)CS(=O)(=O)C2
i | -23.3 | Cc1ccc(C(=O)CSc2nc3ccccc3o2)cc1
? | . | COc1ccc(/C(N)=N/OC(=O)CSc2ccccc2)cc1OC
7.7% | 3.8 | NC(=O)COC(=O)CN1C(=O)C2CCCCC2C1=O (stereo not given)
? | . | N#Cc1cc(O)c(-n2nnc3ccccc32)cc1C#N
? | . | CCC(=O)N1CCc2cc(Br)cc(S(=O)(=O)NCCN3CCCCC3C)c21 (stereo not given)
? | . | CCn1cc(/C=C(\NC(=O)c2cc(OC)c(OC)c(OC)c2)C(=O)N2CCN(C)CC2)c2ccccc21
i | . | O=C(COc1ccc(S(=O)(=O)NCc2ccccc2)cc1Cl)N1CCOCC1

Some of these compounds in order of SMILES length, high to low.
S3 lipid droplet | S3 lipid droplet cell count max | Compound
? | . | COc1ccc(C)cc1NC(=O)C1CCCN(S(=O)(=O)c2ccc3c(c2)CCCN3C(C)=O)C1 (stereo not given)
i | . | Cc1c(N2C(=O)c3ccc4c5c(ccc(c35)C2=O)CC4)c(=O)n(-c2ccccc2)n1C
? | . | C=CCOC(=O)C1=C(C)N=C2SCCC(=O)N2C1c1ccc(OC(=O)c2ccco2)cc1 (stereo not given)
? | . | NC(=O)NC(Cc1ccccc1)C(=O)N1CCN(S(=O)(=O)c2ccc(Cl)cc2)CC1 (stereo not given)
? | . | COc1ccc(NC(=O)N(Cc2cc3cc(C)ccc3[nH]c2=O)CC2CCCO2)cc1 (stereo not given)
? | . | COc1ccc(Nc2c([N+](=O)[O-])ccc3c2=NC2(CCCCC2)N=3)cc1
0.5% | -0.7 | Cc1cccn2c(=O)c3cc(C(=O)NCc4cccnc4)c(=N)n(C)c3nc12
20.2% | 18.1 | O=C(COc1ccccc1)Nc1c2c(nn1-c1ccccc1)CS(=O)(=O)C2
i | . | O=C(COc1ccc(S(=O)(=O)NCc2ccccc2)cc1Cl)N1CCOCC1
? | . | Cc1cc(C)n2nc(C(=O)OCC(=O)NC(=O)c3ccccc3)nc2n1
? | . | COC(C[C@H](O)[C@H](C)[C@@H](O)COCc1ccccc1)OC
? | . | CCOc1ccccc1C1NC(=O)NC(C)=C1C(=O)OC1CCCCC1 (stereo not given)
? | . | COc1ccc(/C(N)=N/OC(=O)CSc2ccccc2)cc1OC
1.8% | 9.1 | CCC(=O)c1ccc(OCC(O)CNC(C)c2ccccc2)cc1 (stereo not given)
4.5% | 19.4 | Brc1ccc2nc(N3CCN(c4ccccc4)CC3)sc2c1
7.7% | 3.8 | NC(=O)COC(=O)CN1C(=O)C2CCCCC2C1=O (stereo not given)
-8.2% | -8.5 | CCCN1CCC(NCC(C)c2ccccc2)CC1 (stereo not given)

The list goes on.
S3 lipid droplet | S3 lipid droplet cell count max | Compound
? | . | Cc1nc(SCC(=O)N2CC(=O)Nc3ccccc32)nc(C)c1C
-3.1% | 2.2 | CC(=O)OC(C)CS(=O)(=O)c1ccccc1 (stereo not given)
-18.6% | 2.0 | COc1ccc(-c2cc(C(=O)N/N=C/c3ccc4c(c3)OCO4)c3ccccc3n2)c(OC)c1
? | . | CN(CC(=O)Nc1cccc(S(=O)(=O)N2CCOCC2)c1)CC(=O)Nc1ccc(Cl)c(C(F)(F)F)c1
-10.0% | -14.1 | COc1ccc(C2=NN(CCC(=O)NC3CCC(C)CC3)C(=O)CC2)cc1 (stereo not given)
? | . | C/C(=N\NC(=O)c1cccnc1)c1cc2ccccc2o1
? | . | Cc1nc2cc(NC(=O)N3c4ccccc4CC3C)ccc2n1C (stereo not given)
? | . | CC(=O)NC(CC(=O)OCc1ccc([N+](=O)[O-])cc1)c1ccccc1 (stereo not given)
i | . | O=C(CSc1nccc(=O)[nH]1)N1N=C2/C(=C/c3ccco3)CCCC2C1c1ccco1 (stereo not given)
? | . | Cc1ccc(NC(=O)CSc2sc3c(O)cc(=O)[nH]c3c2C#N)c(F)c1
? | . | CCCNC(=O)c1ccc2nc(-c3ccccc3)c(-c3ccccc3)nc2c1
? | . | CCOC(=O)C1=C(C)N(CCCC(=O)NCc2ccc3c(c2)OCO3)C(=O)NC1c1ccc(Br)cc1 (stereo not given)
? | . | COc1ccc(-c2nc[nH]c2[N+](=O)[O-])cc1
7.6% | 3.0 | O=c1cc(-c2ccccc2Cl)oc2c(NS(=O)(=O)c3ccccc3C(F)(F)F)ccc(O)c12
11.3% | . | CCCCSc1nc(O)cc(=O)n1CC
i | . | Cc1nn(CC(=O)NCCc2cccs2)c(=O)c2nn(-c3ccccc3)c(C)c12
? | . | COc1ccccc1NC(=O)c1ccc2c(c1)C(=O)N(Cc1ccco1)C2=O
? | . | CC1CN(c2cc(=O)n(-c3cccc(Br)c3)c(=O)[nH]2)CC(C)O1 (stereo not given)
? | . | COc1ccccc1NS(=O)(=O)c1cccc(C(=O)N/N=C(\C)c2ccncc2)c1
23.7% | . | CCN(CC1CCCO1)C(=O)CCc1nnc(CCc2ccc(OC)cc2)o1 (stereo not given)
? | . | CN(CC(=O)Nc1cccc(F)c1)C(=O)/C=C/c1ccc(Br)s1
-0.6% | -0.8 | CC(C)(C)NC(=S)NCC1CC1
? | . | CSCCCNC(=S)Nc1cccc(S(=O)(=O)NC2=NCCC2)c1
? | . | CC(=O)Nc1cccc(C(=O)NNC(=O)c2ccccc2-n2cccc2)c1
? | . | COc1cc(NC(=O)Nc2cc(C)on2)cc(OC)c1OC
? | . | CCOC(=O)C1CCCN(S(=O)(=O)c2ccc(S(N)(=O)=O)cc2)C1 (stereo not given)
-2.4% | -12.5 | CCC(=O)N(Cc1ccco1)c1nc(-c2cc(OC)ccc2OC)cs1
? | . | Cc1ccc(CC2C(=O)N(c3nc(C)cc(C)n3)C(=O)C2C)cc1 (stereo not given)
? | . | CC(c1ccccc1)N1CCn2c(nc3cc(NC(=O)c4cccs4)ccc32)C1 (stereo not given)
? | . | CCn1c(=O)cc(OCC(=O)Nc2cccc(C)n2)c2ccccc21
15.7% | . | C=C(C)COc1ccc(-c2ncncc2-c2ccccc2OC)c(O)c1
-8.5% | 9.3 | c1ccc(COc2cccc(CN3CCc4ccccc4C3)c2)cc1
? | . | O=C(c1ccccc1)c1cnc(Nc2ccccc2Cl)s1
? | . | N#Cc1nc(Nc2cc(F)cc(F)c2)c2ncn(CC(F)F)c2n1
? | . | COc1ccc2oc(C(=O)N3CCN(c4ncccn4)CC3)c(C)c2c1

These rows are one share of the data, so the mix of outcomes need not match the whole.
